PL synth Enamine = animal cell phospholipid biosynthesis inhibition, Enamine screen | AID 1347385 | calls only at 10 µM | ZR-82 CHO cells, pyrene fatty acid UV survival, CellTiter Blue; peroxisome-deficient CHO-K1 mutant line; plus DGAT-1, DGAT-2 and ACAT inhibitors | 20,000 compounds, 0.4% hits;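 active = cell survival signal 2 SD away from solvent-only control wells, confirmed on one or two retests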;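 also: 3 h compound exposure then viability read about one day after UV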
Calls only; i = inactive; + = active, no number. Some of the compounds tested; rates above refer to the full screens.

mol	PL synth Enamine
O=P1(N=Nc2c(O)[nH]c3ccc(Br)cc23)C=C(c2ccccc2)OC(c2ccccc2)=C1	i
O=[N+]([O-])c1cc(C(F)(F)F)ccc1N/N=C/c1ccc2ncccc2c1	i
C(=C\c1ccccc1)/C=N/n1cnnc1	i
COc1ccc(Cn2nccc2N)c(OC)c1	i
Fc1ccccc1-c1nnc(SCc2cccc3ccccc23)o1	i
COC(=O)C1=C(C(=O)OC)SC(=C2C(=S)C(C)(C)Nc3ccc(OC)cc32)S1	i
COc1cc(OC)c(C2Nc3ccccc3-c3nc4ccccc4n32)cc1OC (stereo not given)	i
O=c1[nH]c2ccc(S(=O)(=O)NCc3ccco3)cc2[nH]1	i
Cn1c2ccccc2c2c(C(F)(F)F)cc(-c3ccccc3)nc21	i
CCCCCNC(=O)c1sc2[nH]c(=S)[nH]c(=O)c2c1C	i
Cc1cc(C)nc(NC(N)=O)n1	i
COc1ccc(-c2c[n+](=O)c3c(n2[O-])CCCC3)c(OC)c1	i
Cn1c(=O)cc2c3c(cccc31)C(=O)c1ccccc1-2	i
Clc1cccc(Cl)c1C1Oc2ccccc2C2CC(c3ccccc3)=NN21 (stereo not given)	i
O=P1(NCCCN2CCOCC2)C=C(c2ccccc2)SC(c2ccccc2)=C1	i
OC(COCc1ccccc1)C[N+]1(Cc2ccccc2)CCOCC1 (stereo not given)	i
Clc1cc(Cl)cc(-c2ccc(C3=Nn4c(nnc4-c4ccco4)SC3)o2)c1	i
COc1ccc2nc(S(=O)(=O)O)[nH]c2c1	i
Cc1occc1-c1nnc(SCC(=O)N(CC(C)C)CC(C)C)o1	i
O=C(CSc1nc2sc3c(c2c(=O)[nH]1)CCCC3)N1CCOCC1	i

Exported field by field: entries from further up
Cn1c(=O)cc2c3c(cccc31)C(=O)c1ccccc1-2
  PL synth Enamine: i

COc1cc(OC)c(C2Nc3ccccc3-c3nc4ccccc4n32)cc1OC (stereo not given)
  PL synth Enamine: i

Clc1cccc(Cl)c1C1Oc2ccccc2C2CC(c3ccccc3)=NN21 (stereo not given)
  PL synth Enamine: i

C(=C\c1ccccc1)/C=N/n1cnnc1
  PL synth Enamine: i

(list continues)
mol	PL synth Enamine
O=C(Oc1ccc2c(c1)OCO2)c1oc2ccccc2c1COc1ccccc1	i
Cc1nc(SCC(=O)NNC(=O)c2cccs2)c2c(C)c(C)sc2n1	i
CCOC(=O)N1CCN(C(=O)COC(=O)c2ccc([N+](=O)[O-])o2)CC1	i
Cc1cc(NC(=O)CSCC(=O)O)no1	i
Nc1nc(-c2ccccc2)c(N=Nc2ccc3c(c2)OCO3)s1	+
NS(=O)(=O)c1ccc(Cl)cc1F	i
O=C(O)C1CCCN1C1=NS(=O)(=O)c2ccccc21 (stereo not given)	i
c1nc(N2CCCC2)c2c3c(sc2n1)CCCC3	i
CC(=O)NC12CC3CC(C1)CC(C(=O)OCC(=O)NC(=O)NC(C)C)(C3)C2	i
CCOC(=O)c1sc(N)c(C(=O)OCC)c1CSc1nncs1	i
O=S1(=O)CCC(N(CC2CCCO2)S(=O)(=O)c2ccc(C34CC5CC(CC(C5)C3)C4)cc2)C1 (stereo not given)	i
CN(C)CC(C)(C)CNC(=S)NCc1ccc2c(c1)OCO2	i
O=c1c(Cl)c(Cl)cnn1CN1CCCC1c1nc2ccccc2s1 (stereo not given)	i
O=C1Oc2ccccc2C(=O)/C1=C\N1CCN(c2ccccn2)CC1	i
O=S(=O)(c1ccc(F)cc1F)N1CCCCC1	i
COC(=O)c1cc[n+](CC(=O)c2cc(OC)c(OC)c(OC)c2)cc1	i
O=C(O)CCCN1C(=O)CSC1=S	i
Ic1cccc(-c2nnc(-c3ccccc3)o2)c1	i
O=[N+]([O-])c1cc(S(=O)(=O)N2CCCC2)ccc1Oc1ccc(F)cc1	i
CSc1ccc(-c2csc(N)n2)cc1	i
Cc1ccc(/C=C/C(=O)OCC(=O)c2cc(C)n(Cc3ccco3)c2C)o1	i
CCN(CC)c1ccc(N=Nc2c(Br)cc([N+](=O)[O-])cc2Br)cc1	i
CCOc1ccc(-n2sc3c(c2=S)-c2cc(C)ccc2N(C)C3(C)C)cc1	i
Cc1cc(NC(=O)CN(Cc2ccco2)Cc2cccs2)no1	i
O=S(=O)(NC1CCSc2ccccc21)c1ccc(Cl)s1 (stereo not given)	i
O=C(Nc1ccc(I)cc1)Nc1cccc2ccccc12	i
COC(=O)CC12CC3CC(C1)CC(C(=O)OC)(C3)C2	i
O=P1(NCCc2ccccc2)C=C(c2ccccc2)OC(c2ccccc2)=C1	i
CCC(=O)N(c1nnc(SCC(=O)c2cc(C)n(-c3cc(C)on3)c2C)s1)C1CC1	i
Cn1c(SCC(=O)c2ccc(Br)s2)nc2sc3c(c2c1=O)CCCC3	i
O=C1C(=O)N(C2CCCC2)C(=O)N1CC(=O)N1N=C(c2cccs2)CC1c1cccs1 (stereo not given)	i
Nc1nnc(SCCCOc2ccc(F)cc2)s1	i
CC(C)NS(=O)(=O)c1ccc2c(c1)Cc1cc(S(=O)(=O)NC(C)C)ccc1-2	i
COCCCn1c(N)c(S(=O)(=O)c2cc(Cl)ccc2Cl)c2nc3ccccc3nc21	i
S=C(NCCN1CCOCC1)NCc1ccc2c(c1)OCO2	i
C(=C\c1ccccc1)/CSc1nnc(-c2ccc3c(c2)OCO3)o1	i
CCN(CC)CC(O)COc1ccc2c(c1)OCO2 (stereo not given)	i
O=c1cc(CN2CCN(S(=O)(=O)c3ccc4c(c3)OCCO4)CC2)c2cc(O)c(O)cc2o1	i
Fc1ccc2[nH]c(-c3ccccc3)c(-c3nc4ccccc4[nH]3)c2c1	i
CC(C)CNC(=O)NC(=O)C1CCCCC1	i
S=c1[nH]c(-c2ccccc2)cn1/N=C/c1ccc(OCc2ccccc2)c(OCc2ccccc2)c1	i
COc1ccc(-n2cc[nH]c2=S)cc1	i
O=C(/C=C/c1cccs1)NC12CC3CC(CC(C3)C1)C2	i
c1ccc2c(COn3nnc4ccccc43)cccc2c1	i
COC(=O)c1ccc(CSc2nc3sc4c(c3c(=O)n2CC2CCCO2)CCC4)o1 (stereo not given)	i
C=C/C=C(\C=C1\C(=O)NC(=O)N(C)C1=O)/C=C/CN(CC)CC	i
Cc1nc(-c2c(-c3c(C)cc(O)cc3O)n[nH]c2C(F)(F)F)cs1	i
O=C(CC12CC3CC(CC(C3)C1)C2)NNC(=O)C1CCCC1	i
Cc1cc(NC(=O)C(C)SCC(=O)OCC(=O)N2CCCC2=O)no1 (stereo not given)	i
Cc1ccc(N2C3=[N+](CCCS3)CC2(O)c2ccc(OC(F)F)cc2)c(C)c1 (stereo not given)	i

Carrying on.
mol	PL synth Enamine
C=C(C)CSc1nnc2c(n1)[nH]c1ccccc12	i
N=C1C(c2nc3ccccc3s2)=C(O)CN1c1cccc2ccccc12	i
Cc1cc(C(=O)N/N=C/c2c(C)nc3sccn23)c(C)o1	i
CC(C)Cn1c2ccc(Cl)cc2c2nc3ccccc3nc21	i
Cc1nn(CC(=O)N(CC(C)C)CC(C)C)c(C)c1S(=O)(=O)N(C)C	i
O=C(CSc1ccc2ccccc2c1)OCn1nnc2ccccc2c1=O	i
O=C(NN=C1CCCCCC1)NC1CCCCC1	i
O=S(=O)(Nc1ccc2c(c1)OC1(CCCC1)O2)c1ccc2c(c1)OCCO2	i
C=C(C)CNC(=S)NNC(=O)c1cc(C)oc1C	i
O=C1CNC(=S)N1c1ccc(Cl)cc1	i
CON(C)c1nc(-c2cccnc2)nc2sc3c(c12)CCCC3	i
CCN(CC)S(=O)(=O)c1ccc(N2CCCC2)c(NS(=O)(=O)c2c(C)noc2C)c1	i
CCOC(=O)/C=C1\SCC(=O)N1CC(=O)N(CC)CC	i
O=C(C1COc2ccccc2O1)N(Cc1nc2ccccc2c(=O)[nH]1)CC1CCCO1 (stereo not given)	i
CCc1nnc2c3c4c(sc3ncn12)CCCC4	i
O=[N+]([O-])c1ccc(OC(F)F)c(/C=N/Nc2ccc([N+](=O)[O-])cc2C(F)(F)F)c1	i
COc1ccc(C2=Cc3nc4ccccc4n3C3(C(F)(F)F)OC(c4ccccc4)=NN23)cc1 (stereo not given)	i
OC1CSCc2nc3ccccc3n2C1 (stereo not given)	i
O=C(/C=C/c1ccc(Br)o1)Oc1ccc2c(c1)OCO2	i
Cc1ccc(-n2nc(C)c(N=Nc3ccccc3C)c2N)cc1	i

Next section; it opens with the two that closed the last part.
mol	PL synth Enamine
O=C(/C=C/c1ccc(Br)o1)Oc1ccc2c(c1)OCO2	i
Cc1ccc(-n2nc(C)c(N=Nc3ccccc3C)c2N)cc1	i
O=c1c2ccccc2nnn1CSc1n[nH]c(SCn2nnc3ccccc3c2=O)n1	i
Cc1nn(CC(=O)NC2CCC(C)CC2)c(C)c1[N+](=O)[O-] (stereo not given)	i
OCC(O)Cn1c2ccc(Br)cc2c2cc(Br)cc(Br)c21 (stereo not given)	i
CCC(CC)c1nn(CC(=O)c2cc(C)n(CCOC)c2C)c(=N)s1	i
CS(=O)(=O)N1CCc2cc(-c3csc(Cc4nc5ccccc5s4)n3)ccc21	i
C(=N\n1c(-c2ccccc2)csc1=NCc1ccccc1)/c1cccc2ccccc12	i
O=C(COc1ccc(Br)cc1Br)N(C1CCCC1)C1CCS(=O)(=O)C1 (stereo not given)	i
CCOC(=O)c1[nH]c(COC(=O)c2ccc(C)s2)c(C(=O)OCC)c1C	i
O=C(COC(=O)c1cc(Br)c(Br)s1)c1ccc(Cl)s1	i
CCOC(=O)c1sc(N=CN(C)C)c(C(=O)OCC)c1C	i
Cc1nc2ccccc2s1	i
CN/N=C/c1cc(OC)c(O)c(OC)c1	i
CCCCn1c(N)c(N(Cc2ccco2)C(=O)CN2CSCC2=O)c(=O)[nH]c1=O	i
Cc1nn(C)c(C)c1NS(=O)(=O)c1ccc2c(c1)OCCO2	i
FC(F)(F)c1cccc(N2CCC(N=Cc3ccccc3C(F)(F)F)=N2)c1	i
NC(=S)Nc1ccc(Cl)cc1	i
C=CCn1c(=S)sc2c(=O)[nH]cnc21	i
O=C1NC2=C(C(=O)N(CCO)C2)C(c2ccc(F)cc2)N1 (stereo not given)	i
O=[N+]([O-])c1ccc2nc(-c3ccco3)c(-c3ccco3)nc2c1	i
ClC(Cl)(Cl)c1nc(N/N=C/c2ccc3c(c2)OCO3)c2ccccc2n1	i
NC(=O)c1c(NC(=O)Cn2ncc(Cl)c(Cl)c2=O)sc2c1CCC2	i
Cc1nn(-c2ccccc2)c(N)c1N=Nc1cccnc1	i
O=[N+]([O-])c1ccc(Nc2ccccc2O)c([N+](=O)[O-])c1	i
O=[N+]([O-])c1cc(S(=O)C(F)(F)F)ccc1Sc1nc2ccccc2[nH]1 (stereo not given)	i
C/C(=N\Nc1nc2ccccc2[nH]1)c1ccc[nH]1	i
S=c1[nH]nc(-c2ccccc2Br)o1	i
CCCNC(N)=S	i
S=C(NNc1ccnc2cc(Cl)ccc12)Nc1ccccc1Cl	+
Cc1ccc(S(=O)(=O)OCC2CCCO2)cc1 (stereo not given)	i
Cc1ccc(-n2c(C)c3c(c2C)P(=Nc2ccccc2)(N2CCOCC2)N(c2ccccc2)N=C3)cc1 (stereo not given)	i
Oc1ccc(/C=N/N2CCCCC2)c(O)c1	i
O=C1COc2ccccc2N1	i
CCCCn1c(N)c(N(CCC(C)C)C(=O)c2cc(C)oc2C)c(=O)[nH]c1=O	i
Oc1ccccc1C(Nc1ccccn1)c1ccc2cccnc2c1O (stereo not given)	i
O=C(CCn1[nH]c(=O)ccc1=O)Nc1nc(-c2ccc(Cl)s2)cs1	i
O=S(=O)(NC1c2cccc3cccc(c23)C1Sc1nc2ccccc2o1)c1ccccc1 (stereo not given)	i
CCCc1cc(=O)oc2cc(OS(=O)(=O)c3c(C)c(C)cc(C)c3C)ccc12	i
C=CCn1c(SC(C(C)=O)C(C)=O)nc2sc3c(c2c1=O)CCCC3	i
Cc1cc(NC(=O)CN(C)Cc2ccco2)no1	i
S=C(NCCCN1CCOCC1)N/N=C/c1ccsc1	i
Nc1cccc(S(=O)(=O)Nc2ccc(SC(F)F)cc2)c1	i
CNC(=O)CN1C(=O)NC(CC(C)C)C1=O (stereo not given)	i
CS(=O)(=O)c1ccc(Oc2ccc([N+](=O)[O-])cc2Cl)cc1	i
CCOC(=O)C1=C(COC(=O)CSCc2c(C)noc2C)NC(=O)NC1c1cccs1 (stereo not given)	i
O=C(O)C1OC2OC3(CCCCC3)OC2C2OC3(CCCCC3)OC12 (stereo not given)	i
O=C(Cc1cccs1)NCCN1C(=O)S/C(=C\c2cccs2)C1=O	i
Cc1ccc(-c2cn3ccsc3n2)cc1	i
Oc1cccc(N=Cc2c[nH]c3ccc(Br)cc23)c1	i
CCN(CC)c1ccc([P+](CC)(c2ccc(N(CC)CC)cc2)c2ccc(N(CC)CC)cc2)cc1	i
FC(F)(F)c1cnc(N/N=C/c2cccnc2)c(Cl)c1	i
Clc1ccc2nc(-c3ccc(Cl)c(Cl)c3)c(Cl)c(-c3ccccc3)c2c1	i
Brc1cccc(CSc2nnc(-c3ccc[nH]3)o2)c1	i
Cc1ccnc(NC(=S)N=P(N2CCCCCC2)(N2CCCCCC2)C(C)(C)C)c1	i

From PubChem
